Source: PubChem BioAssay
14-3-3 PPI – alters human 14-3-3 gamma binding to Raf peptide; P61981; FP, 14-3-3gamma / TMR-pS259-Raf peptide binding; inhibition, % at 40 µM; 160,000 compounds, 0.19% hits; in the data active = inhibition above about 30%;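 also: 0% = protein plus tracer without compound and 100% = blank with tracer alone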
Target sequence (P61981 whole entry, looked up): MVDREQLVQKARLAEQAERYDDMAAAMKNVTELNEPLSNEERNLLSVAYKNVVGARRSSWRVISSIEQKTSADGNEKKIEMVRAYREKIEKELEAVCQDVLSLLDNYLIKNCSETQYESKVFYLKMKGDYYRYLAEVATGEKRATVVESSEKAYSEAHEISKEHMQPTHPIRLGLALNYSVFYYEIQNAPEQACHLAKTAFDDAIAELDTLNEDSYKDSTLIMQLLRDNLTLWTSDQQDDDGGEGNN
* = called active by the depositor; & = joins results of further samples. Not all compounds are listed; the hit share may differ from the screen's.

14-3-3 PPI,SMILES
-12.7,c1cncc(-c2nc3c4ccccc4nc(N4CCC(N5CCCCC5)CC4)n3n2)c1
-14.2,CC1(C)CC(=O)c2c(nn(-c3ccccc3)c2-c2cccnc2)C1
-11.1,COc1ccc(NC2=Nc3cccc4cccc2c34)cc1
0.9,CC(C)CCC1=NN(C(=O)c2ccccc2Br)C(O)(C(F)(F)F)C1 (configuration not stated)
-0.9,Cc1ccc(C)c(N(CC(=O)N(C)C)S(C)(=O)=O)c1
7.1,CN1CCN(Cc2c(O)c(Cl)cc3c(-c4ccccc4)cc(=O)oc23)CC1
3.1,CCN(CCCNC(=O)Cc1cn(C)c2ccccc12)c1ccccc1
-8.7,C=CCn1c(NCCOC)nc2c1c(=O)n(C)c(=O)n2C
-11.5,Cc1ccc2cc(CN(C(=O)c3ccco3)c3ccccc3)c(=O)[nH]c2c1
-6.1,CC(=O)OCCN(C)c1cc(SC(C)C)c2nonc2c1[N+](=O)[O-]

Remaining list, next part.
14-3-3 PPI,SMILES
-4.5,CCn1ccnc1CC1COc2ccccc2O1 (configuration not stated)
-15.0,Cc1ccc(-c2nn3c(C)nnc3s2)cc1NC(=O)c1ccc(-c2ccc(Cl)cc2Cl)o1
-2.0,Cn1c2ccc(N=Cc3ccc(Br)cc3)cc2c2nc3ccccc3nc21
-4.9,S=C(c1ccc2c(c1)OCO2)N1CCOCC1
-32.5,CC(C)(C)c1ccc(C(=O)Nc2c3c(nn2-c2cccc(Cl)c2)CS(=O)(=O)C3)cc1
-2.1,CCOC(=O)C1=C(C)NC2=C(C(=O)CC(c3ccccc3)C2)C1c1ccc(OCc2ccccc2)c(OC)c1 (configuration not stated)
3.8,CCC(C(=O)N1CCc2cc(OC)c(OC)cc2C1)c1ccccc1 (configuration not stated)
38.3*,CCOc1ccc([N+](=O)[O-])cc1C1Nc2ccccc2-c2nnc(SC)nc2O1 (configuration not stated)
2.8,CCOC(=O)c1c(C)n(-c2ccccc2)c2c1cc(OC(=O)CC)c1ccccc12
-12.7,COC(=O)c1ccccc1NC(=O)c1ccc([N+](=O)[O-])o1

Next structures:
14-3-3 PPI,SMILES
-17.3,O=C1C(Sc2nc3ccccc3s2)=CC(=NS(=O)(=O)c2ccccc2)c2ccccc21
-14.2,O=c1c2ccccc2n(Cc2cccc(F)c2)c(=O)n1C1CCCC1
-10.3&-4.4,Cc1ccc2nsnc2c1S(=O)(=O)NCc1ccncc1
-1.7,Nc1ccc(-c2nc3cc(N)cc(Cl)c3o2)cc1
6.9,COC(=O)CCC/C=C1/SCC(NC(=O)c2ccccc2)C1O (configuration not stated)
-10.7,CCOc1ccc2nc(NS(C)(=O)=O)sc2c1
-4.3,CCCSc1nc(N)c2c(C)c(C)sc2n1
-0.9,COC(=O)COc1ccc(S(=O)(=O)Nc2ccccc2SC)cc1
-20.7,COC(=O)c1cccc(Nc2nc(-c3ccccc3)nc3ccccc23)c1
-7.9,Cc1ccc(NC(=O)CCn2c(=O)[nH]c3ccsc3c2=O)cc1F

More entries follow.
14-3-3 PPI,SMILES
-15.0,CC(=O)OCCN1C(=O)c2ccc(-c3nc4ccccc4c(=O)o3)cc2C1=O
0.4,CCOC(=O)Nc1cc(=O)c2ccccc2o1
3.4,Cc1cc(C)cc(NC(=O)CCC(=O)Nc2cc(C)cc(C)c2)c1
-5.0,Cc1cc(C)c(S(=O)(=O)Nc2ccc3oc4c(c3c2)C(=O)CC(C)(C)C4)cc1C
-116.9,CSc1nnc2c(n1)OC(c1ccccc1F)Nc1ccc(Br)cc1-2 (configuration not stated)
-10.2,Cc1ccnc2c(N3C(=O)C4C5C=CC(C5)C4(C)C3=O)cccc12 (configuration not stated)
-38.1,Cc1ccc2oc(-c3ccc(NC(=O)c4ccc(Cl)c([N+](=O)[O-])c4)cc3O)nc2c1
-4.6,COc1ccc(N=Cc2ccc(Br)c([N+](=O)[O-])c2)cc1
9.8,CCOC(=O)N1CCN(C(=O)C2CCC(C(=O)N3CCN(C(=O)OCC)CC3)CC2)CC1 (configuration not stated)
-16.2,CC(=O)c1c(N2CCN(c3ccccc3)CC2)nc(=S)n(-c2ccccc2)c1C

New compounds follow.
14-3-3 PPI,SMILES
-3.1,COc1ccc(N2CCN(Cc3nc(N)nc(Nc4ccccc4OC)n3)CC2)cc1
-7.0,COC(=O)C1=C(C)N(c2cccc(C(C)=O)c2)C(=O)C1
1.2,CN1CCN(CCCN2C(=O)c3ccccc3C2C(=O)NC2CCCCC2)CC1 (configuration not stated)
-10.3,O=C(CCCC(=O)N(CC(=O)NC1CCCC1)Cc1ccc(F)cc1)Nc1ccccn1
-3.4,COc1ccc(C=CC2=NN(c3ccccc3)C(c3ccc(OC)cc3)C2)cc1 (configuration not stated)
3.2,COc1cc(C2C3=C(CC(C)(C)CC3=O)Nc3nc4ccccc4n32)cc(OC)c1OC (configuration not stated)
-2.3,CCC(=O)c1ccccc1NC(=O)c1ccccc1
1.8,COC(=O)Nc1ccc2c(c1)ncn2C1CCCCC1
-7.8,Cc1cccc(NC(=O)CSc2nc3c(cnn3-c3ccc(F)cc3)c(=O)[nH]2)c1
-4.5,CS(=O)(=O)c1ccc(-c2nnn(CC(=O)Nc3ccc(OC(F)(F)F)cc3)n2)cc1

(cont.)
14-3-3 PPI,SMILES
-4.3,CCOC(=O)C(C(=O)OCC)C(CC(=O)C1CC1)c1ccccc1 (configuration not stated)
116.9*,CC(=O)[C@]1(O)Cc2c(O)c3c(c(O)c2[C@@H](O[C@H]2C[C@H](N)[C@H](O)[C@H](C)O2)C1)C(=O)c1ccccc1C3=O
-4.3,Cc1cccc(OCCNC(=O)c2ccc(Oc3ccc(C(F)(F)F)cc3[N+](=O)[O-])cc2)c1
-1.1,CCOc1cc(NC(=O)c2ccco2)c(OCC)cc1NC(=O)CCC(=O)NCc1cccnc1
-3.7,Cn1nc(-c2ccc(Cl)cc2)c2cc(C(=O)N3CCN(C(=O)c4ccco4)CC3)sc21
-2.9,O=C(Nc1cc2c(ccc3ccccc32)oc1=O)c1ccc(F)cc1
-6.8,CCOC(=O)c1c(NC(C)=O)sc(C(=O)Nc2cc(C)ccc2C)c1C
-1.5,O=C(O)CN1C(=O)c2cccc3c(Br)ccc1c23
3.3,CC(NC(=O)OC(C)(C)C)C(=O)N1CCCC1C(=O)NC(Cc1ccccc1)C(N)=O (configuration not stated)
-12.5,COc1ccc(S(=O)(=O)N2CCCC2)cc1OC

Individual results from the results shown.
14-3-3 PPI with CC(NC(=O)OC(C)(C)C)C(=O)N1CCCC1C(=O)NC(Cc1ccccc1)C(N)=O (configuration not stated) = 3.3
14-3-3 PPI with Cc1cccc(OCCNC(=O)c2ccc(Oc3ccc(C(F)(F)F)cc3[N+](=O)[O-])cc2)c1 = -4.3

(continued)
14-3-3 PPI,SMILES
-2.9&1.9,COC(=O)C1=CN(C)C=C(C(=O)OC)C1c1ccc(O)c(OC)c1
1.3,O=C(Nc1ccccc1C(=O)NCC1CCCO1)c1ccco1 (configuration not stated)
-11.8,O=C1NCCCC1C(=O)Nc1cccc(C(F)(F)F)c1 (configuration not stated)
-4.9,Cc1ccc(CN2C(=O)c3ccccc3Sc3ccc(C(=O)NCCN4CCOCC4)cc32)cc1
-6.8,CCN(CC)S(=O)(=O)c1cc(C(=O)Nc2nncs2)c(Cl)cc1Cl
-0.8,Cn1cc(S(=O)(=O)N2CCc3ccccc3C2)c(=O)n(C)c1=O
-11.3,O=C(Nc1ccc(Br)cn1)C1CCCN1S(=O)(=O)c1ccccc1 (configuration not stated)
1.4,COc1ccccc1NC(=O)C(CCS(C)(=O)=O)NC(C)=O (configuration not stated)
4.1,CCOC(=O)C1CCCN(C(=O)c2ccc(OC(C)=O)cc2)C1 (configuration not stated)
2.6,CC1=C(C(=O)OC(C)C)C(c2cccc(F)c2)N2C(=O)C(C)SC2=N1 (configuration not stated)

Ordered by the number under 14-3-3 PPI (smallest number first): some entries from above.
14-3-3 PPI,SMILES
-17.3,O=C1C(Sc2nc3ccccc3s2)=CC(=NS(=O)(=O)c2ccccc2)c2ccccc21
-0.9,Cc1ccc(C)c(N(CC(=O)N(C)C)S(C)(=O)=O)c1
3.8,CCC(C(=O)N1CCc2cc(OC)c(OC)cc2C1)c1ccccc1 (configuration not stated)

Next part
14-3-3 PPI,SMILES
1.4,Fc1cccc(CN2CCN(Cc3cccc4ccccc34)CC2)c1
-4.2,COc1ccc(-n2cnnc2SCc2cnc(-c3ccccc3)s2)cc1
8.3,COc1cc(OC)c(NC(=O)c2sc3nc(C)nc(N4CCOCC4)c3c2C)cc1Cl
-2.6,O=C(NCc1ccco1)c1ccc2c(=O)n(CCc3c[nH]c4ccccc34)c(=S)[nH]c2c1
-7.3,c1ccc(CNc2nc(-c3cccnc3)cs2)cc1
-41.3,N#Cc1cnc(=S)[nH]c1N
-8.3,CCOc1ccc(NC(=O)CN2CCN(CC(=O)Nc3ccc(F)cc3)CC2)cc1
-23.4,N#Cc1c(NC(=O)C(F)(F)F)sc2c1CCC2
-6.0,S=C1NCCNC(=S)NCCOCCN1
-4.8,CCC1CCCCN1C(=O)N[C@@H](Cc1ccccc1)C(=O)O (some centres not stated)

14-3-3 PPI: entries above that show a hit.
14-3-3 PPI,SMILES
38.3*,CCOc1ccc([N+](=O)[O-])cc1C1Nc2ccccc2-c2nnc(SC)nc2O1 (configuration not stated)
116.9*,CC(=O)[C@]1(O)Cc2c(O)c3c(c(O)c2[C@@H](O[C@H]2C[C@H](N)[C@H](O)[C@H](C)O2)C1)C(=O)c1ccccc1C3=O

(further entries)
14-3-3 PPI,SMILES
-2.6,COc1ccccc1NC(=O)CSc1nc2ccccc2n1S(=O)(=O)c1ccc(Cl)cc1
3.6,CC(C)C(=O)N(Cc1ccc(C(C)C)cc1)C1CCS(=O)(=O)C1 (configuration not stated)
-9.6,CCn1c(=O)n(CC)c2cc(S(=O)(=O)NCCOc3ccccc3)c(C)cc21
-2.1,Cc1ccc([N+](=O)[O-])cc1S(=O)(=O)Nc1cccc(-c2csc(-c3ccccc3)n2)c1
4.2,NS(=O)(=O)c1ccc(NC(=O)c2ccco2)cc1
-7.9,O=C(COc1nnnc2ccccc12)N1CCCc2ccccc21
1.4,Cc1ccc(S(=O)(=O)NCCCCC(NC(=O)OC(C)(C)C)C(=O)O)cc1 (configuration not stated) (tested in a mixture with another compound)
9.9,Cc1cccn2cc(-c3cccc(NS(=O)(=O)c4ccc(F)cc4)c3)nc12
-3.5,COc1ccc(C(=O)Nc2ccc3nn(-c4ccccc4)nc3c2)cc1Cl
0.1,CCOC(=O)c1c(NC(=O)c2cc(OC)cc(OC)c2)sc2c1CCC2

Further compounds follow:
14-3-3 PPI,SMILES
7.3,CCOC(=O)c1c(NC(=O)C2C(C=C(Cl)Cl)C2(C)C)sc(C(C)=O)c1C (configuration not stated)
-1.3,COc1ccc(C2NC(=S)NC(C)=C2C(=O)Nc2ccccc2C)cc1OC (configuration not stated)
-15.1,COc1cc2nc(=S)n3c(c2cc1OC)NC(CCC(=O)N1CCN(c2ccc(C(C)=O)cc2)CC1)C3=O (configuration not stated)
9.3,C=CCN(CC=C)C(=O)c1c(-c2ccccc2Cl)noc1C
-4.7,COc1ccc(C2(O)CCN(C(=O)c3c(F)cccc3F)CC2)cc1
-0.2,CC(C)(C)NC(=O)c1cc2nc(-c3ccc(Br)cc3)cc(C(F)(F)F)n2n1
-62.6,CSC1=NC(=C2N=C(SC)c3ccccc32)c2ccccc21
-10.0,O=C(N1CCN(c2nc(-c3ccccc3)c3ccccc3n2)CC1)C(F)(F)F
-4.9&2.5,Nc1ccc(-c2n[nH]c(=O)c3ccccc23)cc1N
-2.3,COc1ccc(CCNC(=O)c2ccc3c(c2)NC(=O)C(N2CCOCC2)S3)cc1OC (configuration not stated)

Continued (5 carried over from the part before).
14-3-3 PPI,SMILES
-0.2,CC(C)(C)NC(=O)c1cc2nc(-c3ccc(Br)cc3)cc(C(F)(F)F)n2n1
-62.6,CSC1=NC(=C2N=C(SC)c3ccccc32)c2ccccc21
-10.0,O=C(N1CCN(c2nc(-c3ccccc3)c3ccccc3n2)CC1)C(F)(F)F
-4.9&2.5,Nc1ccc(-c2n[nH]c(=O)c3ccccc23)cc1N
-2.3,COc1ccc(CCNC(=O)c2ccc3c(c2)NC(=O)C(N2CCOCC2)S3)cc1OC (configuration not stated)
0.9,Cc1ccc(S(=O)(=O)Nc2cc3c4c(oc3c3ccccc23)CC(C)(C)CC4=O)c(C)c1
-1.9,COc1nc(OC)c(F)c(Oc2ccc(C(C)=O)cc2)c1F
-2.1,COC(=O)C1=C(C(=O)OC)SC(=C2C(=S)C(C)(C)N(C(=O)CCC3CCCCC3)c3ccc(OC)cc32)S1
-4.7,O=C(CCC1CCCCC1)Nc1ccc(I)cc1
3.7,COc1cccc(C2=NOC(C(=O)Nc3ccc(C(C)=O)cc3)C2)c1 (configuration not stated)
0.1,CCN1CCN(C(=O)Cn2ccc3ccccc3c2=O)CC1
-28.9,COc1ccc(-c2c3c(=O)n(C)c(=O)n(C)c3c3nnc4ccccc4n23)cc1
-7.4,O=C(Nc1ccc(Br)cc1)c1cc(S(=O)(=O)NCCc2ccc(Cl)cc2)ccc1F
3.4,Cn1cc([N+](=O)[O-])c(C(=O)NCc2ccccc2)n1
-17.8,Cc1[nH]nc2c1/C(=N\O)CC(C)(C)C2

Following part:
14-3-3 PPI,SMILES
0.3,CCOC(=O)N1CCN(C(=O)CSc2nnc(-c3ccc(Cl)s3)o2)CC1
1.0,O=C(c1cccc(O)c1)N1N=C(C2CCCCC2)CC1(O)C(F)(F)F (configuration not stated)
-0.8,O=C(CCN1C(=O)COc2ccccc21)NCCN1CCN(c2ccccc2F)CC1
-4.9,Cc1ccc(C(=O)NC2CC(C)(C)NC(C)(C)C2)cc1C
-6.7,c1ccc(-c2cc3c(ccc4nonc43)nn2)cc1
1.6,CCN(CC)C(=O)Cn1c(=O)n(-c2ccc(C)c(C)c2)c(=O)c2c3c(sc21)CCC3
-3.5,CCOC(=O)N1CCN(C(=O)CN(C)S(=O)(=O)c2ccc3c(c2)C(C)(C)C(=O)N3C)CC1
1.1,Cc1nc(N2CCC(C)CC2)c2c(C)c(C(=O)N(C)Cc3ccccc3)sc2n1
2.0,CCSc1nc2sc3c(c2c(=O)n1-c1ccccc1)CCCCC3
-3.2,Nc1nnc(-c2ccncc2)s1
-6.9,COc1cc([N+](=O)[O-])ccc1N1C(=O)C2C3C=CC(C3=C(C)C)C2C1=O (configuration not stated)
-33.7,CCN(CC)c1ccc2cc(-c3nnc(NCc4ccco4)s3)c(=O)oc2c1
-2.8,CC(=O)Oc1ccc2c(=O)c(Oc3ccc([N+](=O)[O-])cc3)c(C)oc2c1
